# Assay outcomes from PubChem.
# Mtb FBA inh – Mtb FBA enzyme inhibitors, primary screen, biochemical, fluorescence, strain H37Rv; Fructose-bisphosphate aldolase (Mycobacterium tuberculosis (strain ATCC 25618 / H37Rv)), …; purified M. tuberculosis FBA, fluorescence read-out; 360,000 compounds, 2.3% hits; AID 588726, 2011; inhibition, % at 1 µM; in the data active = inhibition above about 27%;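 note: 0% = vehicle and 100% = reference inhibitor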
# Target sequence (P9WQA3 whole entry, looked up): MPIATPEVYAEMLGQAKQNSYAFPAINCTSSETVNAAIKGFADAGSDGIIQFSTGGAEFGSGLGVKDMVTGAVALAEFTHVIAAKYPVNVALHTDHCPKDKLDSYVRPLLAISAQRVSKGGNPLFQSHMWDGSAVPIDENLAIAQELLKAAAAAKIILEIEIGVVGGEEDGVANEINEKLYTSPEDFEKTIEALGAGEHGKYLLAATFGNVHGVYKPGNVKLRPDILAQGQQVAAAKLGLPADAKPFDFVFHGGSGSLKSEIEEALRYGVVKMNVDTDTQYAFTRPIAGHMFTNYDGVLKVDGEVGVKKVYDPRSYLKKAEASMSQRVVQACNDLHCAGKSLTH
# VHR inh abs – VHR1 phosphatase inhibitors, primary screen, biochemical, absorbance, uHTS; Dual specificity protein phosphatase 3 (Homo sapiens), P51452; recombinant VHR phosphatase, pNPP absorbance; inhibition, % at 13.3 µM; 290,000 compounds, 0.52% hits; in the data active = inhibition above about 50%; note: some compounds called inactive have numbers as strong as hits
# Target sequence (P51452 whole entry, looked up): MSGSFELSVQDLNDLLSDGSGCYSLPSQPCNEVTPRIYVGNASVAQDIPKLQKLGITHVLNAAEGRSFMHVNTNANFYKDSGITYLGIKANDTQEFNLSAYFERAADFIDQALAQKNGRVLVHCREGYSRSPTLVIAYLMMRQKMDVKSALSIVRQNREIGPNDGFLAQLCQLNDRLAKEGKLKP
# PriA SSB inh – inhibitors of Klebsiella pneumoniae PriA binding to SSB C-terminal tail, primary screen, biochemical, AlphaScreen. inhibition, % at 33 µM. AID 1272365, 2023. 430,000 compounds, 0.6% hits. PriA–SSB C-terminal tail interaction (Klebsiella pneumoniae). AlphaScreen SSBct-PriA binding, biotinylated peptide; in the data active = inhibition mostly above about 37%, no sharp cut-off; inactive = mostly below about 20%;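 note: plate controls were negative control peptide for no effect and reference peptide for full effect; strong numbers were not always called active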
# BioA inh – M. tuberculosis BioA enzyme inhibitors, primary screen, biochemical, plate reader, single point, HTS; purified M. tuberculosis BioA enzyme; inhibition, % at 9.99 µM; AID 602481, 2012; 7,8-diaminopelargonic acid synthase BioA (Mycobacterium tuberculosis); 360,000 compounds, 0.096% hits; in the data active = inhibition above about 40%
# BH1578 lux ind – inducers of Vibrio cholerae quorum light production without autoinducers, primary screen, BH1578 luxS cqsA deficient, single point; V. cholerae BH1578 lux reporter, luminescence, 6 h; AID 588436, 2011; 350,000 compounds, 0.16% hits; activation, % at 18.7 µM; in the data active = activation mostly above about 9.7%, no sharp cut-off; note: not every result past the cut was called active; inactives centre near 0; reference of the scale not given here
# Rv3671c inh – Rv3671c serine protease inhibitors, primary screen, biochemical, fluorescence polarization, M. tuberculosis H37Rv; inhibition, % at 5.96 µM; 320,000 compounds, 0.048% hits; AID 2606, 2010; in the data active = inhibition above about 38%;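 note: extracellular domain of Rv3671c used as enzyme; 0% = enzyme with DMSO and 100% = no enzyme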
# SARS 3CLpro inh – SARS-CoV 3CLpro protease inhibitors, primary screen, biochemical, quenched FRET | 290,000 compounds, 0.14% hits | AID 1706, 2009 | recombinant SARS-CoV 3CLpro, quenched FRET peptide cleavage | inhibition, % at 6 µM | Replicase polyprotein 1ab (Severe acute respiratory syndrome coronavirus), P0C6X7; in the data active = inhibition above about 12%
# MazF activator – activators of E. coli MazEF toxin-antitoxin RNase, primary screen, biochemical, fluorescence, uHTS | Endoribonuclease toxin MazF (Escherichia coli (strain K12)), P0AE70 | FAM/BHQ RNA-DNA oligo cleavage fluorescence, 5 h | activation, % at 20 µM | 350,000 compounds, 0.32% hits; in the data active = activation above about 50%
# Target sequence (P0AE70 whole entry, looked up): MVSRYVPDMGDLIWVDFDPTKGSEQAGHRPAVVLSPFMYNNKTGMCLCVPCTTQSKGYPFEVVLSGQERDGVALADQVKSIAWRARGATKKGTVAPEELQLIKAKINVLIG
# GDH-TPI counter – GDH-TPI coupling enzyme inhibitors, primary screen, artefact control for M. tuberculosis FBA inhibitor project, biochemical, absorbance, full deck | GDH-TPI coupled enzyme counterscreen, NADH absorbance | inhibition, % at 4.8 µM | 360,000 compounds, 1.2% hits; in the data active = inhibition above about 30%;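 note: 0% = DMSO wells and 100% = wells lacking the enzyme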
# Mtb UGM inh – M. tuberculosis UGM enzyme inhibitors, primary screen, biochemical, fluorescence polarization, single point; UDP-galactopyranose mutase (Mycobacterium tuberculosis (strain ATCC 25618 / H37Rv)), …; purified UGM, fluorescence polarization probe displacement; inhibition, % at 10 µM; 320,000 compounds, 0.06% hits; AID 504406, 2011; in the data active = inhibition above about 10%, passing the limit was not always enough
# Target sequence (P9WIQ1 whole entry, looked up): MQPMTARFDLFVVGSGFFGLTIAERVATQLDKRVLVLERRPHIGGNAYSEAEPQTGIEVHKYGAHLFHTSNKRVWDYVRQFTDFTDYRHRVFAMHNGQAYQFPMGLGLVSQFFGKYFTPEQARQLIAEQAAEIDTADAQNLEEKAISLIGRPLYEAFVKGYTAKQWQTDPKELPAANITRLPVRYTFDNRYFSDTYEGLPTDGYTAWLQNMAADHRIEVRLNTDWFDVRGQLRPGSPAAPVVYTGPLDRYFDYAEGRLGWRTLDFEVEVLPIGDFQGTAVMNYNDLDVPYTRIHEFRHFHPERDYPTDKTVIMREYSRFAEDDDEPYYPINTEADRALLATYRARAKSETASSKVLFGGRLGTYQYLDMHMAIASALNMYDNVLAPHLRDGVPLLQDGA
# Starred values were filed as active, the others as inactive; i = inactive; . = not tested or not shown; & = joins results of further samples. A portion of the library. The share of hits here may be higher or lower than overall.
SMILES,Mtb FBA inh,VHR inh abs,PriA SSB inh,BioA inh,BH1578 lux ind,Rv3671c inh,SARS 3CLpro inh,MazF activator,GDH-TPI counter,Mtb UGM inh
Cc1ccc(C2N(c3ccc(F)cc3)C(=O)C3CCCN32)cc1 (centres undefined),-2,5,-6,-0.5,-0.2,-1,1,-4,4,0.7
COc1cc(C(=O)NNC(=O)C2CC2)cc(OC)c1OC,0,-8,-6,-0.7,-0.3,1,4,0,7,0.6
O=C(O)c1cc(-c2ccc(Cl)cc2)n(-c2ccccc2)n1,3,28,3,.,-1.1,-3,2,-3,5,-0.2
CN1C(=O)NC(NC(=O)C2CCCCC2)(C(F)(F)F)C1=O (centres undefined),3,-13,1,.,-0.5,-3,4,7,1,-0.9
Fc1ccccc1N1CCN(CCCNc2ccc3nncn3n2)CC1,5,-34,-1,-1.4,-0.2,-5,-2,2,9,1.0
O=c1oc2ccccc2cc1-c1nc(-c2cccs2)cs1,1,-5,-49,-4.1,-0.4,-13,2,141*,27,5.1
CC(=O)Nc1ccc(NC(=O)C2CCCN(S(=O)(=O)c3ccc(-n4cnnn4)cc3)C2)cc1 (centres undefined),0,-11,4,-1.4,-0.3,-3,0,13,2,-0.5
C=C(C)Cn1c(N2CCN(c3ccc(OC)cc3)CC2)nc2c1c(=O)n(C)c(=O)n2C,3,-13,-7,.,i,3,2,5,6,0.3
O=C(c1ccoc1)N1CCC2(CC1)Oc1ccc(Cl)cc1C(=O)C21CC(c2ccccc2)=NO1 (centres undefined),0,30,19,-0.9,-0.6,-16,.,-3,4,2.7
O=C(Nn1cnnc1)c1ccccc1F,1,-12,-11,2.1,-0.9,0,1,10,6,-0.6
CSCCCNC(=O)c1ccccc1OC1CCN(S(C)(=O)=O)CC1,-5,-23,-7,1.2,-0.3,5,6,2,-4,0.8
CCOC(=O)C(CC)(CC)C(=O)/C=C/c1cccc(Br)c1,1,.,-10,2.1,-0.1,8,6,-1,1,-1.3
CCN(c1ccccc1)S(=O)(=O)c1ccc(Cl)c(NC(=O)CSc2nncs2)c1,4,-26,3,10,i,-13,-3,-8,-5,3.6
Cc1nc(C(=O)Nc2ccccc2)sc1C1(C)CC(c2cccnc2)=NO1 (centres undefined),2,11,-22,38,i,-14,.,-3,13,0.2
Nc1cccc(C(=O)NCCNC(=O)c2cccc(N)c2)c1,3,10,1,-1.3,0.1,-10,-3,-4,1,3.0
COCCN(C(=O)CC1C(=O)NCCN1Cc1ccc(-c2ccccc2)cc1)C(C)C (centres undefined),2,22,-2,.,0.0,2,-1,-2,13,0.0
CC1CCCC(NC(=O)CN2C(=O)NC(C)(c3ccccc3)C2=O)C1C (centres undefined),2,.,5,-1.0,i,.,.,-1,-2,.
CCCCC(=O)Nc1ccc(C(=O)N2CCC(C(=O)OCC)CC2)cc1,0,30,0,-0.2,i,1,-2,-3,6,-1.0
Cc1cc(Cl)ccc1NC(=O)CN1CCC(C(O)(c2ccccc2)c2ccccc2)CC1,-2,36,6,-1.4,-6.9,-10,-2,-8,-2,0.9
CC(C)(C)C(=O)NC1CCN(S(=O)(=O)c2ccc(C(F)(F)F)cc2)CC1,-1,33,5,0.2,i,-3,-7,-4,11,0.6
COc1ccc(N2CCN(C(=O)c3cc4c(s3)-c3ccccc3OC4)CC2)cc1,4,17,-7,1.8,-1.3,10,-4,9,12,-2.7
O=C(Cc1ccccc1)NNC(=O)C1CCCC1,2,14,-13,.,0.0,-10,5,7,-2,3.3
O=C(Nc1ccc(N2CCCCC2)c(Cl)c1)c1ccc(N2CCOCC2)c([N+](=O)[O-])c1,-3,1,14,.,-1.5,14,3,0,6,-0.5
CCCS(=O)(=O)NC(=O)C1(C)CCCN(C(=O)c2cc(F)ccc2C)C1 (centres undefined),4,.,.,-0.3,0.4,.,.,.,-9,.
CCN(C[C@H]1N[C@@](C)(C(=O)OC)[C@H]2C(=O)N(Cc3ccccc3)C(=O)[C@@H]12)S(=O)(=O)c1ccc(OC)cc1,0,.,9,-1.3,i,4,.,-19,12,-2.0
# More structures follow.
SMILES,Mtb FBA inh,VHR inh abs,PriA SSB inh,BioA inh,BH1578 lux ind,Rv3671c inh,SARS 3CLpro inh,MazF activator,GDH-TPI counter,Mtb UGM inh
O=C(Nc1cccc(C(F)(F)F)c1)c1cccc(NS(=O)(=O)c2ccc(O)c(C(=O)O)c2)c1,4,5,-5,4.8,0.6,-48,8,1,4,5.6
CCOC(=O)N1CCC(N(CCN(C)C)C(=S)Nc2ccc(F)c(Cl)c2)CC1,-1,11,-6,.,-0.5,6,3,2,6,-3.4
Cc1sc2nc(COC(=O)c3cccc(S(=O)(=O)N(C)c4ccccc4)c3)[nH]c(=O)c2c1C,0,17,-12,-4.2,-0.1,-44,-2,-101,16,1.9
CCN(CC)C(=O)Oc1ccccc1NC(C)=O,-2,6,9&-8,1.5,i,1,0,2,-3,-1.8
OCCN(CCO)CC(O)COc1ccc(Br)cc1 (centres undefined),-2&0,10&9,-2,-2.0,-0.4,-5&7,-2&-3,-3&-10,16&3,-2.1&3.0
Cc1ncc(S(=O)(=O)C(C)(C)C)c(N)n1,0,12,-2,.,-0.4,2,4,0,6,-1.9
CCCCc1nc2cc(C(=O)NCc3cc(C)n(C)n3)ccc2o1,-3,2,-7,-0.9,-0.6,5,-3,0,7,0.4
COc1cc(OC)cc(C(=O)Nc2ccc(S(=O)(=O)Nc3cc(C)nc(C)n3)cc2)c1,.,9,.,.,.,-3,6,.,.,-0.4
CN(c1nc2ccccc2nc1Cl)S(=O)(=O)c1ccccc1,-2,-58,-9,1.5,i,-2,0,8,12,0.9
O=C(CSc1nc(-c2cccs2)nc2ccccc12)NC1CCS(=O)(=O)C1 (centres undefined),7,.,-11,-2.1,2.1,-1,.,-23,6,1.2
COc1cccc(-n2c(C)c3c(OC)cccc(=O)c3c2C)c1,-2,8,-8,2.1,0.2,9,3,-1,5,-0.6
COc1ccc(N(CC(=O)NCCOc2ccccc2)S(=O)(=O)c2ccc(C)cc2)cc1,0,2,-19,6.2,-0.3,-10,3,-3,8,2.4
O=C(CCNS(=O)(=O)c1ccc(Br)s1)NCc1ccccc1,-1,-20,-11,.,0.3,2,3,-18,6,-0.9
Clc1cnc(Nc2cccnc2)c(Cl)c1,3,36,-6,-0.3,-3.1,6,-3,9,7,-1.4
CC(=O)CCc1c(C)[nH]c2ccc(NC(C)=O)cc2c1=O,16,19,0,2.4,-3.2,-3,-4,9,13,-2.0
CCOc1ccc(CN2CCCC(CO)(Cc3ccccc3F)C2)cc1 (centres undefined),-1,23,-3,2.7,-2.4,3,3,3,-1,-0.8
CC(=O)c1cnc(Nc2nc(C)c3ccc(C)cc3n2)nc1C,0,3,-5,.,-2.9,9,-4,4,17,0.6
CC(C)(C)NC(=O)C(c1ccccn1)N(C(=O)c1csnn1)C1CCCC1 (centres undefined),0,15,-13,-1.3,-0.3,10,3,-6,7,0.3
CC(C)(C)c1cc(CN2CCOCC2)c(C(=O)O)o1,-1,17,-10,-0.7,-1.7,-3,1,-6,-9,0.7
CCC(C)NS(=O)(=O)c1ccc(NC(=O)C(Sc2ccccc2)c2ccccc2)cc1 (centres undefined),0,14,-9,-0.8,-0.2,-104,6,0,4,5.0
Cc1ccn2c(Cc3ccccc3)c(-c3ccc(Br)cc3)nc2c1,4,.,.,-1.9,-0.4,.,.,-32,13,.
Cc1cc(C)cc(S(=O)(=O)Cc2noc(C(=O)NCc3ccccc3)c2C(=O)NCc2ccccc2)c1,-3,.,1,-0.3,-0.8,-15,.,-5,-4,5.7
O=C(c1ccco1)N1CCN(C(=O)c2ccc(COc3ccc(Cl)cc3Cl)o2)CC1,2,.,20,1.1,-0.2,-8,3,-5,1,3.1
CCN(CC)P(=O)(Nc1ccccc1Br)c1ccc(N(C)C)cc1NC(=O)c1ccco1 (centres undefined),2,20,-11,.,i,2,3,4,-1,-1.2
CCCCN(CC)CCNS(=O)(=O)c1ccc2c(c1)oc(=O)n2C,2,18,-7,.,-11,2,-2,6,9,-1.0

# Complete entries, looked up by structure:
# Cc1ncc(S(=O)(=O)C(C)(C)C)c(N)n1 as listed: Mtb FBA inh: 0; VHR inh abs: 12; PriA SSB inh: -2; BioA inh: .; BH1578 lux ind: -0.4; Rv3671c inh: 2; SARS 3CLpro inh: 4; MazF activator: 0; GDH-TPI counter: 6; Mtb UGM inh: -1.9
# O=C(Nc1cccc(C(F)(F)F)c1)c1cccc(NS(=O)(=O)c2ccc(O)c(C(=O)O)c2)c1 as listed: Mtb FBA inh: 4; VHR inh abs: 5; PriA SSB inh: -5; BioA inh: 4.8; BH1578 lux ind: 0.6; Rv3671c inh: -48; SARS 3CLpro inh: 8; MazF activator: 1; GDH-TPI counter: 4; Mtb UGM inh: 5.6

# Taken from above.
# Result for Cc1ccn2c(Cc3ccccc3)c(-c3ccc(Br)cc3)nc2c1 under GDH-TPI counter: 13
# Result for CC(=O)CCc1c(C)[nH]c2ccc(NC(C)=O)cc2c1=O under Mtb UGM inh: -2.0

# Additional entries follow.
SMILES,Mtb FBA inh,VHR inh abs,PriA SSB inh,BioA inh,BH1578 lux ind,Rv3671c inh,SARS 3CLpro inh,MazF activator,GDH-TPI counter,Mtb UGM inh
Nc1cccc(C(=O)Nc2ccc(N)cc2Cl)c1,-2,-8,-2,.,i,3,-2,-1,-3,1.3
COc1ccc(-c2nc(CS(=O)(=O)CC(=O)NCc3ccccc3Br)c(C)o2)cc1,0,29,-11,-0.8,-0.1,-21,0,-2,-1,-2.6
O=C(c1ccc(Cl)nc1)c1cccs1,.,15,0,.,.,2,0,5,.,2.3
Cc1ccc(S(=O)(=O)Cn2cnnn2)cc1,-1,26,10,1.0,i,-2,5,-6,-7,0.7
CCc1ccc(-c2cc(C(=O)Nc3c(C)n(C)n(-c4ccccc4)c3=O)c3ccccc3n2)s1,8,18,11,.,2.4,5,-1,-10,11,-0.5
COc1ccc(C(=O)C2CCCN(C(=O)c3noc4c3CCCC4)C2)c(C)c1 (centres undefined),-2,18,-24,1.4,-0.2,2,3,-5,-1,-0.2
CCOC(=O)N1CCc2c(sc(NC(=O)CN3CCOCC3)c2C#N)C1,-1,1,7,-0.1,-0.4,3,8,8,2,0.5
Cc1cc2oc(=O)cc(CN(C)Cc3cccc(F)c3)c2cc1C,-9,.,-2,-2.0,-0.3,-9,-7,-3,4,-0.2
O=C(Nc1nnc(-c2ccccc2SCc2ccccc2)s1)Nc1ccccc1F,-2,10,-10,-2.1,i,3,2,-6,0,0.5
COc1ccc(CCNCc2ccccc2F)cc1,-2,6,-13,-2.1,-0.3,-6,-4,1,1,0.3
O=C(CSc1ncccn1)NC1CCCc2ccccc21 (centres undefined),0,6,-10,-0.7,i,-4,1,8,-3,-0.6
CCOC(=O)c1cc([N+](=O)[O-])sc1NC(=O)CC,-5,22,7&10,0.0,i,5,-1,-5,3,-4.5
CC1CCN(CC#CCOc2ccc(Cl)cc2)CC1,2,6,-2,-0.3,-2.4,-1,1,1,-2,1.1
COc1ccc(N(CC(=O)NC2CCCC2)C(=O)Cn2nnc(-c3ccc(C)cc3)n2)cc1OC,1,12,-7,-0.2,i,1,-4,-5,7,1.7
COc1ccc(CC(=O)NCc2cccc(CNC(=O)Cc3ccc(OC)c(OC)c3)c2)cc1OC,-3,-16,-4,-0.7,-1.8,-2,0,6,7,-2.7
